# Bioassay records deposited in PubChem BioAssay by The Scripps Research Institute Molecular Screening Center.
# MITF primary = MITF inhibitors, primary screen, biochemical, AlphaScreen, human | Microphthalmia-associated transcription factor (Homo sapiens), O75030 | AlphaScreen MITF homodimerization, bead proximity signal | 650,000 compounds, 0.91% hits | inhibition, % at 2.6 µM; in the data active means inhibition above about 50%;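 further: 0% = vehicle wells with protein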
# Target sequence (O75030 whole entry, looked up): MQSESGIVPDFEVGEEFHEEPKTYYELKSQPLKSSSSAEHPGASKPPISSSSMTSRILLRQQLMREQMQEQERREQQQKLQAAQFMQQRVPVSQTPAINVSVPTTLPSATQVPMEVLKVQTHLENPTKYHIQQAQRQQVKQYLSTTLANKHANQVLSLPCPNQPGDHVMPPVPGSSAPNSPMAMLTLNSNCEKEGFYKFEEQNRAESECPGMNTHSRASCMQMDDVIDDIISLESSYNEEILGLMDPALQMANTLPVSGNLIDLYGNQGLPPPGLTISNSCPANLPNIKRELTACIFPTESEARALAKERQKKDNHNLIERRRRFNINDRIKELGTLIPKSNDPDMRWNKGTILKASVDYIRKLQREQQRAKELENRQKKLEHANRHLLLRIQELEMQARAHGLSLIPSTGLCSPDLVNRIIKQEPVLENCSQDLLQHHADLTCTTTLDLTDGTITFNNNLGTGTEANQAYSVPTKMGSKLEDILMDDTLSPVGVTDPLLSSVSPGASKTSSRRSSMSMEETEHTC
# GPR151 activ = activators of human GPR151, primary screen, cell-based, PathHunter beta-arrestin, luminescence; 650,000 compounds, 1% hits; activation, % at 11.2 µM; PathHunter beta-arrestin GPR151 cells; AID 1508602, 2020; in the data active means activation above about 4.9%;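 further: 0% = median of compound wells and 100% = cells with positive control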
# Target sequence (Q8TDV0 whole entry, looked up): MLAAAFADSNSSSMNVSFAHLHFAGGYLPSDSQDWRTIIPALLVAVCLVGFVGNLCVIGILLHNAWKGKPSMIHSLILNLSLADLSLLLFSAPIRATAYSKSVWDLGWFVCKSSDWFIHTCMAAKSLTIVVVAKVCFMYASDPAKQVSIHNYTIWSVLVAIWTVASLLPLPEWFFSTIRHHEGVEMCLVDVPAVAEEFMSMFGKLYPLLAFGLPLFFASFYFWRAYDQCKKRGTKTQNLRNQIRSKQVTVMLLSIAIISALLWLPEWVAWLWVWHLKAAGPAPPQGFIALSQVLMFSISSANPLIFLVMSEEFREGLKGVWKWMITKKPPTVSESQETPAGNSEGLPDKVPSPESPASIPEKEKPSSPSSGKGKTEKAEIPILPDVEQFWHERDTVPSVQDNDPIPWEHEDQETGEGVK
# TEAD-YAP block = TEAD-YAP interaction inhibition, primary screen, TEAD-YAP interaction inhibitor project, luminescence, HEK-TIYL cells; TEAD-Gal4/YAP UAS-luciferase luminescence; inhibition, % at 9.12 µM; 640,000 compounds, 1.4% hits; AID 1259422, 2018; in the data active means inhibition above about 32%;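 further: 0% = median of test compound wells and 100% = reference inhibitor wells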
# FBW7 activator = FBW7 E3 ligase activators, primary screen, biochemical, AlphaScreen, human | normalized activity (activation), % at 26.1 µM | AlphaScreen FBW7–phospho-cyclin E peptide binding, activator screen | 650,000 compounds, 0.13% hits | F-box/WD repeat-containing protein 7 (Homo sapiens), Q969H0; in the data active means normalized activity above about 1.9%;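 further: purified mutant Fbw7 with reduced substrate affinity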
# Numbers without * were called inactive.
SMILES,MITF primary,GPR151 activ,TEAD-YAP block,FBW7 activator
COc1ccc(CCNC(=O)c2cc(S(=O)(=O)N3CCCC3)ccc2F)cc1OC,-5.9,-1.1,0.8,-0.1
O=C(O)CNC(=O)c1ccc(C(=O)NCC(=O)O)cc1,-8.7,0.2,0.3,-0.1
COc1ccc(OC)c(N2C(=O)NC(=O)/C(=C/c3ccc4c(c3)OCO4)C2=O)c1,2.6,-0.7,3.5,-0.1
COc1cc2nc(Nc3ccc(-n4ccnc4)cc3)nc(Nc3ccc(N4CCOCC4)cc3)c2cc1OC,-11.4,0.2,15.5,-0.4
CS(=O)(=O)c1cc(C#N)c(=O)[nH]c1-c1cccc(F)c1,11.8,-1.8,-6.7,0.5
CCC(=O)NC(c1ccc(F)cc1)C(Cl)(Cl)Cl (centres undefined),-12.1,3.7,1.8,0.1
CC(=O)C1=C(C)NC(=O)NC1c1ccccc1OCC(C)C (centres undefined),-1.2,1.1,8.3,-0.5
COc1cc2cc(C)c(SCC(=O)NC(C)(C)C)nc2cc1OC,18.2,-0.5,4.8,-0.1
Cc1ccc(C(C)C)c(OCC(=O)NCc2ccco2)c1,0.0,-2.1,5.1,0.0
COc1cccc(-c2csc(N3CCN(CC(=O)Nc4ccccc4Cl)CC3)n2)c1,24.7,0.6,0.1,0.0
O=C(Nc1ccc(C(O)(C(F)(F)F)C(F)(F)F)cc1)C(F)(F)F,16.6,0.2,2.2,1.0
CCOC(=O)c1ccc2nc(N)sc2c1,4.1,-1.3,-9.1,0.0
O=C(Nc1cccc(Cl)c1)c1cc2ccccc2o1,6.8,-6.0,-76.8,0.1
Cc1cccc(/C=N/NC(=O)C(=O)Nc2cc(Cl)ccc2C)c1,4.2,-0.6,5.1,0.1
O=C(NC1CCCCC1)c1ccccc1NS(=O)(=O)c1ccc(F)cc1,6.5,-0.6,-1.1,0.0

# Fetched one by one from the list above, 3 records:
SMILES,MITF primary,GPR151 activ,TEAD-YAP block,FBW7 activator
COc1ccc(CCNC(=O)c2cc(S(=O)(=O)N3CCCC3)ccc2F)cc1OC,-5.9,-1.1,0.8,-0.1
O=C(NC1CCCCC1)c1ccccc1NS(=O)(=O)c1ccc(F)cc1,6.5,-0.6,-1.1,0.0
COc1ccc(OC)c(N2C(=O)NC(=O)/C(=C/c3ccc4c(c3)OCO4)C2=O)c1,2.6,-0.7,3.5,-0.1

# Shown as labelled records: entries from further up
O=C(O)CNC(=O)c1ccc(C(=O)NCC(=O)O)cc1
  MITF primary: -8.7
  GPR151 activ: 0.2
  TEAD-YAP block: 0.3
  FBW7 activator: -0.1

COc1ccc(OC)c(N2C(=O)NC(=O)/C(=C/c3ccc4c(c3)OCO4)C2=O)c1
  MITF primary: 2.6
  GPR151 activ: -0.7
  TEAD-YAP block: 3.5
  FBW7 activator: -0.1

COc1cc2nc(Nc3ccc(-n4ccnc4)cc3)nc(Nc3ccc(N4CCOCC4)cc3)c2cc1OC
  MITF primary: -11.4
  GPR151 activ: 0.2
  TEAD-YAP block: 15.5
  FBW7 activator: -0.4

# Part of the list above, with values under each structure:
# Values in the order: MITF primary | GPR151 activ | TEAD-YAP block | FBW7 activator
> COc1ccc(CCNC(=O)c2cc(S(=O)(=O)N3CCCC3)ccc2F)cc1OC
    -5.9 | -1.1 | 0.8 | -0.1
> O=C(O)CNC(=O)c1ccc(C(=O)NCC(=O)O)cc1
    -8.7 | 0.2 | 0.3 | -0.1
> COc1ccc(OC)c(N2C(=O)NC(=O)/C(=C/c3ccc4c(c3)OCO4)C2=O)c1
    2.6 | -0.7 | 3.5 | -0.1

# Following part
SMILES,MITF primary,GPR151 activ,TEAD-YAP block,FBW7 activator
O=[N+]([O-])c1cc(-c2ncnn2-c2ccccc2C(F)(F)F)ccc1Cl,10.1,1.9,-8.1,1.5
Cc1occc1C(=O)Nc1nc(-c2ccc(F)cc2F)cs1,7.2,-1.0,-54.0,0.0
Cc1cc(C)cc(CC(CC(=O)O)C(=O)O)c1 (centres undefined),-17.4,0.2,5.8,0.1
CCN(CC)C(=O)c1sc2nc3c(cc2c1N)C(=O)CC(C)(C)C3,12.6,-0.2,8.2,0.1
COc1ccc(C(=O)NCC(c2cccn2C)N2CCN(C)CC2)c(OC)c1OC (centres undefined),-3.0,-0.5,-5.6,-0.1
COC(=O)c1ccc(OCC(O)CN2C(=O)c3ccccc3S2(=O)=O)cc1 (centres undefined),7.1,0.0,-1.6,-0.4
CCOC(=O)c1sc2nc(CC(=O)OC)nc(Nc3cc(Cl)ccc3OC)c2c1C,-9.1,1.4,4.6,-0.2
C=CCn1c(CNC(=O)c2ccc(OC)c(OC)c2)n[nH]c1=S,-6.6,1.4,-4.6,0.3
Cc1cc2c(cc1S(=O)(=O)NCc1cccnc1)OCC(=O)N2,1.8,1.0,-6.9,0.0
Cc1cc(C)c2c(NCc3ccncc3)n[nH]c2n1,17.8,-1.2,-15.1,0.7
Cc1cc(C)cc(OCC(=O)NNC(=O)c2cc(C)[nH]n2)c1,0.9,1.1,-1.6,0.0
COC(=O)c1c(N2C(N)=C(C#N)C(c3ccc([N+](=O)[O-])cc3)C3=C2CC(C)(C)CC3=O)sc2c1CCCC2 (centres undefined),8.6,-0.5,5.2,0.2
CCOc1ccc(Nc2cc(N3CCCC3)c3noc4c3c2C(=O)c2ccccc2-4)cc1,2.7,0.2,0.9,-0.1
COc1ccc(S(=O)(=O)NC(C)C(=O)NCc2cccnc2)cc1Cl (centres undefined),8.2,0.7,-11.5,-0.1
CCN(Cc1cccc(OC)c1)C(=O)Nc1ccc(-c2cn[nH]c2)cc1O[C@H]1CCN(C)C1,-8.9,-1.7,-0.9,0.0

# Single records, from the list above. Values in the order: MITF primary | GPR151 activ | TEAD-YAP block | FBW7 activator
# `COC(=O)c1c(N2C(N)=C(C#N)C(c3ccc([N+](=O)[O-])cc3)C3=C2CC(C)(C)CC3=O)sc2c1CCCC2` (centres undefined) is listed with 8.6 | -0.5 | 5.2 | 0.2
# `CCN(CC)C(=O)c1sc2nc3c(cc2c1N)C(=O)CC(C)(C)C3` is listed with 12.6 | -0.2 | 8.2 | 0.1
# `Cc1cc(C)cc(OCC(=O)NNC(=O)c2cc(C)[nH]n2)c1` is listed with 0.9 | 1.1 | -1.6 | 0.0
# `COc1ccc(S(=O)(=O)NC(C)C(=O)NCc2cccnc2)cc1Cl` (centres undefined) is listed with 8.2 | 0.7 | -11.5 | -0.1
# `Cc1cc(C)cc(CC(CC(=O)O)C(=O)O)c1` (centres undefined) is listed with -17.4 | 0.2 | 5.8 | 0.1

# (next part)
SMILES,MITF primary,GPR151 activ,TEAD-YAP block,FBW7 activator
COc1ccc(C)cc1NC(=S)NNS(=O)(=O)c1ccc([N+](=O)[O-])cc1,6.3,-0.9,10.8,0.0
CC1Cc2ccccc2N1S(=O)(=O)c1nnc(NC(=O)c2ccco2)s1 (centres undefined),-5.9,0.3,2.6,-0.1
Nn1c(SCC(=O)Nc2nc3ccccc3s2)nnc1-c1ccc(Cl)cc1,9.2,-1.5,-25.4,0.0
O=C(Cc1ccc(F)cc1)N/N=C/c1ccc(C(=O)O)cc1,1.9,0.4,3.3,0.0
CCc1ccc(CNCc2ccc(C(=O)O)cc2)cc1,-1.6,0.5,-1.0,0.0
Cc1c(C(=O)NCC2CCCO2)sc2nc[nH]c(=O)c12 (centres undefined),4.1,0.5,8.7,0.0
CCn1c(CN2CCCC(CNC(=O)c3cccnc3)C2)nc2ccccc21 (centres undefined),0.3,0.1,-7.3,0.0
Cc1ccc2c3c(ccc2n1)NC1=C(C(=O)CCC1)C3c1ccccc1 (centres undefined),-0.8,-0.8,15.0,0.0
Clc1ccc(-c2cc(-c3nc(C4CCCCC4)no3)c3ccccc3n2)cc1,13.4,-0.1,1.9,0.4
COc1ccc(Nc2ncnc3ccc([N+](=O)[O-])cc23)c(OC)c1,3.5,0.5,-1.3,0.0
O=C(CCc1ccccc1)c1ccccc1OCC(O)CN1CCCCC1 (centres undefined),11.3,-0.6,7.5,0.2
COc1ccc(N(C)C(=O)c2cn(CC(C)C)c(=O)c3cc(OC)c(OC)cc23)cc1,-16.9,2.8,-17.8,0.1
Cn1nccc1Nc1cccc(C(=O)NCc2cccnc2)n1,13.3,0.3,-1.1,-0.1
CCOC(=O)CSc1nc2cc(C(=O)NCc3ccco3)ccc2c(=O)n1C1CCCCC1,4.0,0.5,-9.4,0.0
O=C(Cn1cnc2sc3c(c2c1=O)CCCC3)Nc1ccccc1,12.2,-1.5,-4.7,0.3
COc1ccc(NC(=O)CSc2nc3ncnc(N)c3[nH]2)cc1,-4.8,3.2,-4.2,0.0
CC1CCCCN1S(=O)(=O)c1ccc(F)c(C(=O)Nc2cccc(Cl)c2)c1 (centres undefined),0.6,1.7,-16.6,-0.1
Cc1cnc(Nc2ccc3ncccc3c2)nc1NCc1ccccc1,0.5,2.0,21.8,-0.1
Cc1cccc(N(CC(=O)Nc2ccccc2)S(C)(=O)=O)c1C,5.0,0.4,-5.2,0.0
COCCNC(=O)C(=O)c1c[nH]c2ccccc12,-9.0,0.0,0.5,0.0
CCN(CC)S(=O)(=O)c1ccc(C(=O)Nc2ccc(OCC(=O)N3CCOCC3)cc2)cc1,14.1,3.9,-0.8,0.4
O=C(Cn1ncc2ccccc21)Nc1cc(-c2cccc(Cl)c2)no1,-1.1,1.4,-20.4,-0.2
CC(C)(C)OC(=O)NN=C1CCCCC1,-2.3,4.1,-55.3,-0.1
CCOC(=O)C1=C(C)N=C(N)SC1c1ccc(Cl)cc1 (centres undefined),-9.9,-0.5,8.0,-0.1
COc1ccccc1NC(=O)CSc1nc2cccnc2n1-c1ccccc1OC,-6.2,-0.4,-5.2,0.0
O=C(CCn1c(=O)oc2ccccc21)NCc1cccc(Br)c1,10.8,1.9,4.0,0.1
CC(C)Oc1ccc(CNC(=O)c2cccs2)cc1,4.9,-1.4,-43.9,0.6
Cc1cc(C)n(-c2ccc(C(=O)N3CCc4nncn4CC3)cc2)n1,-21.7,0.1,7.8,0.0
Cc1cccc(N(C(=O)c2csnn2)C(C(=O)NC(C)(C)C)c2ccccn2)c1C (centres undefined),-5.1,-0.7,-1.5,0.1
CCOC(=O)c1sc(NC(=O)COc2ccc([N+](=O)[O-])c(C)c2)c(C(=O)OCC)c1C,6.0,-1.6,8.0,0.6
COc1ccc2c(c1)C(C)CC(C)(C)N2C(=O)CNCc1cccc(F)c1 (centres undefined),43.8,-0.7,-2.2,0.0
CC(C)[C@H](NC(=O)c1ccccc1F)C(=O)N1CCCc2ccccc21,-3.6,0.0,2.6,0.0
O=C(NCc1cccc(-n2cccn2)c1)C1CC(Cc2cccc3ccccc23)=NO1 (centres undefined),-16.4,-2.8,-72.2,-0.2
COc1ccccc1/C=C1\SC(N2CCN(c3ccccc3)CC2)=NC1=O,3.9,-0.4,4.4,-0.3
Cc1cc(C(C)(C)C)ccc1OCCCNCCO,43.7,-1.6,3.0,0.3
O=C(CCNS(=O)(=O)c1cccc2nonc12)Nc1ccc(Br)cc1,-1.7,-0.7,-1.3,-0.1
CN1CCN(Cc2ccc(Oc3ncccn3)cc2)CC1CCO (centres undefined),0.0,-0.3,18.5,-0.1
CCC(C)(C)C1CCC(NC(=O)C(=O)Nc2ccccc2F)CC1 (centres undefined),9.6,0.5,-2.4,-0.1
CCOc1ccc(NC(=O)CCc2nc3ccccc3[nH]2)cc1,25.7,-0.3,-0.2,0.4
Cc1occc1C(=O)NNC(=O)c1ccc(F)cc1F,2.3,-4.7,-8.1,0.3
O=C(COCc1nc2ccccc2c(=O)[nH]1)NC1CC2(CCCCC2)Oc2ccccc21 (centres undefined),5.1,0.3,8.4,-0.1
O=C(O)c1cc([N+](=O)[O-])cc2c1-c1ccc([N+](=O)[O-])cc1C2=O,12.9,0.5,3.7,0.5
COc1ccccc1-c1cnn2ccc(Nc3ccc(C)c(NS(C)(=O)=O)c3)nc12,-13.4,-0.6,3.8,0.1
CCOC(=O)Nc1ccc2c(c1)Sc1ccccc1N2C(=O)CCN1CCOCC1,-0.6,0.3,-3.1,0.0
CCCN(CCC)S(=O)(=O)c1ccc(C(=O)Nc2c3c(nn2-c2ccc(C)cc2)CSC3)cc1,-0.3,-0.2,14.6,-0.1
Nc1ccc(Br)c(NC(=O)c2ccccc2)c1,-2.2,-0.2,-35.2,-0.1
COc1ccccc1-n1c(SCC(=O)NC2CCCCNC2=O)nc2[nH]ncc2c1=O (centres undefined),11.4,1.1,12.2,-0.1
CCCOC(=O)C1=C(C)NC2=C(C(=O)CC(c3ccccc3)C2)C1c1ccc(OC)c(Br)c1 (centres undefined),-13.4,-1.5,2.9,-0.1
CCc1ccc(NC(=O)C(=O)NCCC2CCCCN2S(=O)(=O)c2cccs2)cc1 (centres undefined),2.8,0.7,8.3,-0.3
O=C(NN1CCOCC1)c1ccc(Br)o1,-3.6,1.9,-2.0,0.1
